TbREL1 primary – TbREL1 inhibition, primary screen. AID 1117264. inhibition, % at 9.66 µM. P86926. 89,000 tested, 0.49% active. TbREL1 RNA ligation, FRET fluorescence;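 active = inhibition above the mean inhibition across all screened compounds plus 3 SD, cut at about 11% in these data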;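 also: 0% = plate median of test wells and 100% = NSC42067 control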
Target sequence (P86926 whole entry, looked up): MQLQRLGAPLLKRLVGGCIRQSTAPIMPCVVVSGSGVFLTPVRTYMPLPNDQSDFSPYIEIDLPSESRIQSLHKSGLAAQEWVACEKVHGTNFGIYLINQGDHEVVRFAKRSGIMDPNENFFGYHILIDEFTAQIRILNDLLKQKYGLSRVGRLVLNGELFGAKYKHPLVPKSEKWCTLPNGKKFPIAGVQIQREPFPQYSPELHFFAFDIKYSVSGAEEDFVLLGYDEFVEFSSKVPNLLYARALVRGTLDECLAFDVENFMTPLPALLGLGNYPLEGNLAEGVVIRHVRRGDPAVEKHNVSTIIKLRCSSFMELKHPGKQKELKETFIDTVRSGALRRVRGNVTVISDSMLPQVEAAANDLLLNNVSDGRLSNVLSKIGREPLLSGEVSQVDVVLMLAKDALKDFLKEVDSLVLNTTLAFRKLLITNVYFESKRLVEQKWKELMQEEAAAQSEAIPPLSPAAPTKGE
* = called active by the depositor; & = joins results of further samples.

Preview, two compounds:
SMILES,TbREL1 primary
CC(COc1ccc(C#N)cc1)CN1CCC(C(O)(c2ccccc2)c2ccccc2)CC1 (configuration not stated),6.1
CN(C)S(=O)(=O)c1ccc(C(=O)NN2C(=O)NC3(CCCCC3)C2=O)cc1,3.0

The list itself, previewed entries included:
SMILES,TbREL1 primary
CC(COc1ccc(C#N)cc1)CN1CCC(C(O)(c2ccccc2)c2ccccc2)CC1 (configuration not stated),6.1
CN(C)S(=O)(=O)c1ccc(C(=O)NN2C(=O)NC3(CCCCC3)C2=O)cc1,3.0
NC(=O)NC(CC(=O)NCc1ccc2c(c1)OCO2)c1ccccc1Cl (configuration not stated),1.1
COc1cc2c(cc1OC)C(c1ccc(-c3ccc(Cl)cc3Cl)o1)=NCC2,5.7
CCn1c(=O)cc(OCC(=O)Nc2cccnc2)c2ccccc21,-1.3
COC(=O)[C@]12C[C@H](CC(=O)NCc3cccc4ccccc34)C(=O)N(Cc3ccc(Cl)cc3Cl)C1=C[C@H](C1CCCC1)O[C@@H]2C,-3.1
O=C(COc1ccc(C(=S)N2CCOCC2)cc1)N1CCCC1,-2.3
O=C1C(c2ccccc2)=[N+]([O-])c2ccccc21,3.1
CC(C)n1nnnc1C1c2ccccc2C(=O)N1CCc1ccc(O)cc1 (configuration not stated),4.0
CC1(C(=O)Nc2cccc(OC(F)(F)F)c2)Cc2c(-c3ccc(C(N)=O)cc3)ccnc2O1 (configuration not stated),-0.1
Cc1c(S(=O)(=O)N2CCCCC2)c(=O)n(C)c(=O)n1C,-0.1
Cc1cc(-c2nn3c(C)nnc3s2)ccc1NC(=O)C(C)(C)C,-0.2
CC1CN(C(=O)c2ccc(CNS(=O)(=O)c3cccc(Cl)c3)cc2)CC(C)O1 (configuration not stated),-1.8
Cc1ccc(-n2cnc(N)c2C(=O)c2cccc([N+](=O)[O-])c2)cc1,0.8
O=[N+]([O-])c1ccccc1CN1CCN(S(=O)(=O)c2ccccc2)CC1,6.7
COCOCCn1cc(CN2CCS(=O)(=O)N(Cc3ccc(-c4cccc(CO)c4)cc3)C(CC(C)C)C2=O)nn1 (configuration not stated),7.5
COc1cc(/C=C(/C#N)C(=O)NC(C)c2ccccc2)cc(OC)c1O (configuration not stated),-3.1
CCN(CC)C(=S)SC1CCCCN(C(=O)c2ccccc2)C1=O (configuration not stated),-2.8
COc1ccc(-c2n[nH]c(C)c2-c2cc(OC)ccc2O)cc1,-2.1
Cc1c(CN(C)Cc2cn(C)nc2-c2ccccc2F)[nH]c2ccccc12,-2.9
C=CCn1c(=O)c2ccccc2n2c(SCc3cc(=O)n4ccsc4n3)nnc12,0.5
COc1ccc(-c2noc(-c3ccc(Br)o3)n2)cc1OC,5.7
O=C(N/N=C1/CCS(=O)(=O)c2ccc(F)cc21)c1ccccn1,0.3
O=C(CN1CCN(c2ccccc2)CC1)Nc1ccc(Oc2ccccc2)cc1,-5.5
Cc1cc(NC(=O)c2cccc(S(=O)(=O)N3CCC(C)CC3)c2)no1,-0.5
NC(=O)COC(=O)CCCSc1nc2ccccc2s1,2.5
CN(Cc1ccco1)C(=O)c1c[nH]c2ccc(S(=O)(=O)Nc3ccc4c(c3)OCCO4)cc2c1=O,-1.3
COc1ccc(C)cc1NC(=O)NNC(=O)C1CCC(C(C)(C)C)CC1 (configuration not stated),9.5
C=CCN1c2ccccc2[C@]23C[C@@H](C(=O)OC)N(C(=O)OCC)C2=NC(C(=O)OC)=C(C(=O)OC)[C@H]13,-3.2
Cc1c(NC(=O)CCCOc2ccccc2)cccc1[N+](=O)[O-],1.0
CC(=O)Nc1sc2c(c1C(N)=O)CCN(Cc1ccccc1)C2,1.2
COc1ccc(NS(=O)(=O)c2ccc(NC(=S)NC(=O)/C=C/c3ccc(C)cc3)cc2)nn1,-2.3
Cc1ccc(C(=O)OCC(=O)Nc2cccc(Cl)c2C)c(O)c1,0.9
O=[N+]([O-])c1ccccc1N=NNc1ccccc1,3.7
O=C(NCCCc1nc2ccccc2[nH]1)c1cccs1,0.2
CN(Cc1ccccc1F)C(=O)CN1c2cccc3cccc(c23)S1(=O)=O,-0.5
O=C(c1ccccc1)c1nn(-c2cccc(Cl)c2)c2nc(-c3ccccc3)cc(=O)n12,3.1
COc1ccc(N(C(C)C(=O)N2CCC(Cc3ccccc3)CC2)S(C)(=O)=O)cc1 (configuration not stated),1.4
CC(O)[C@H]1CC[C@H]2[C@@H]3CC[C@H]4C[C@@H](O)CC[C@]4(C)[C@H]3/C(=N/O)C[C@]12C (some centres not stated),1.3
CCn1c(SCC(=O)c2ccccc2)nnc1-c1cc2cc(Br)ccc2o1,5.5
Cc1ccc(SCc2cc(=O)[nH]c(N3CCN(Cc4ccc5c(c4)OCO5)CC3)n2)cc1,-0.2
Cc1cc2ccccn2c1C(=O)c1ccc(F)cc1,-3.0
O=C1c2ccccc2C(c2nnnn2-c2ccc3c(c2)OCCO3)N1Cc1ccccc1 (configuration not stated),5.3
C=CCn1c(SCC(=O)N(C)C2CCS(=O)(=O)C2)nc2ccccc2c1=O (configuration not stated),-0.1
Cc1cc(C)c(NC(=O)c2cc3c(nc4sccn43)s2)c(C)c1,-3.3
CCn1c(C)nc2cc(C(=O)N/N=C/c3ccc(N4CCOCC4)cc3)ccc21,-1.2
Cc1c(NC(=O)N2CCCCCC2)c(=O)n(-c2ccccc2)n1C,-0.4
Cc1c(Br)ccc(NC(=O)Cn2nc(-c3cccs3)ccc2=O)c1C,3.5
Cc1nnc(SC(C)C)n(N)c1=O,2.4
CC1(C)CC(=O)C=C(Nc2ccccc2NC(=O)c2cccc(F)c2F)C1,-2.2

New compounds follow
SMILES,TbREL1 primary
CC(C)C1C(=O)N(Cc2cn(CCC3OCCCO3)nn2)CCS(=O)(=O)N1Cc1ccc(-c2cccc(N(C)C)c2)cc1 (configuration not stated),-2.9
COc1ccc(Nc2nc(C)cc(C)c2C#N)cc1,0.0
O=C(NC(CC(=O)N1CCCC(C(F)(F)F)C1)c1ccccc1)c1ccccc1Cl (configuration not stated),-0.7
O=C(CN(Cc1ccco1)Cc1ccco1)Nc1cc(S(=O)(=O)N2CCCCC2)ccc1Cl,-1.9
COc1ccc(/C=C/c2noc(-c3ccccc3O)n2)cc1,-2.4
Cc1ccc(NC(=O)CCOc2ccccc2)cc1S(=O)(=O)Nc1ccccc1Cl,-1.2
CCC(C)N(CCNC(=O)CC1Oc2ccc(C)cc2NC1=O)C1CCCCC1 (configuration not stated),0.2
Fc1cccc(COc2ccccc2C(=S)N2CCCC2)c1,-4.1
CCCCN(C=O)c1c(CC)nc2c(OCc3ccc(Cl)cc3)cccn12,-2.4
O=C(CN1C(=O)c2ccccc2S1(=O)=O)Nc1ncc(Cl)cc1Cl,1.1
CCOC(=O)c1cnc2c(c(C)nn2CC)c1NC1CC1,-1.3
CNc1nc(SCc2ccc(C)cc2)nc2c1CCCC2,-0.4
CCOC(=O)c1[nH]c(C)c(C(=O)NCc2ccc(C)cc2)c1C,0.3
COc1ccc(OC)c(NC(=O)Cc2nn(C)c(=O)c3ccccc23)c1,0.1
CCC1(c2ccccc2)NC(=O)N(CC(=O)N(C)CC(=O)Nc2ccc(F)c(F)c2F)C1=O (configuration not stated),-4.3
COc1ccc(N2CCN(c3ccnc4cc(Cl)ccc34)CC2)cc1,-4.1
O=C(CSc1nnc2scc(-c3ccc(F)cc3)n12)NCc1ccco1,2.0
CN(CC#CC1(O)c2ccccc2-c2ccccc21)Cc1ccccc1,0.8
CCN(CC)CC(=O)c1c[nH]c2ccc(OC)cc12,-1.8
CCOc1ccc(-c2nnc(SCC(=O)N3CCNC3=O)o2)cc1,2.6
NC(=O)C1CNc2ccccc2O1 (configuration not stated),2.3
O=[N+]([O-])c1ccc(Cl)c(/C=N/N2CCN(C3c4ccccc4-c4ccccc43)CC2)c1,4.2
Cc1ccc(-n2ncc3c2CC(C)(C)CC3NC(=O)CCc2ccncc2)cc1 (configuration not stated),-1.9
COc1c[nH]n(C2CCCCC2)c(=O)c1=O,6.1
COc1ccc(NC(=O)Nc2nc(C)cc(C)n2)c(OC)c1,1.8
CCCc1cc(=O)[nH]c(SCC(=O)N2CCN(S(=O)(=O)c3ccc(C)cc3)C2)n1,-2.4
COC(=O)c1ccc(CSc2ncnc3ccccc23)o1,0.6
CCOC(=O)[C@]12CCCC=C1N(Cc1ccc3c(c1)OCO3)C(=O)[C@H](CC(=O)N1CCCCC1)C2,0.3
CCN(C(=O)c1cc2cc3ccc(C)cc3nc2o1)c1ccc(OC)cc1,4.2
O=S(=O)(CC1NCCc2ccccc21)NCc1ccccc1 (configuration not stated),0.2
O=C1CN(C(=O)COC(=O)CCNS(=O)(=O)c2ccc(Cl)cc2)c2ccccc2N1,-3.2
COCCCNCCCOc1ccc(C(C)(C)c2ccccc2)cc1,7.4
COc1ccc(CCNC(=O)C2CCCN(Cc3nc(-c4cccc(Cl)c4)oc3C)C2)cc1OC (configuration not stated),-1.0
CCC(C)(C)C1CCC2(CC1)NC(=O)N(CC(=O)N(C)CC(=O)Nc1ccccc1C(F)(F)F)C2=O (configuration not stated),-1.9
CC1SCCN1S(=O)(=O)c1ccc2ccccc2c1 (configuration not stated),0.7
Brc1ccc2c(c1)C(c1cccnc1)=NNC(c1cccs1)=N2,-1.0
O=C1NN=C2CCCCCCC12 (configuration not stated),-5.2
CCOC(=O)c1c(CN2CCOCC2)n(C)c2cc(Br)c(O)c(CN(C)C)c12,-4.3&6.9
O=S(=O)(Nc1ccccc1)c1ccc(NS(=O)(=O)c2cccs2)cc1,2.5
CN(Cc1ccccc1)C(=O)c1csc([C@H]2C[C@H](O)[C@@H](CO)O2)n1,-0.5
O=C(CCc1ccccc1)NNC(=O)c1ccc(F)cc1,2.2
O=C(C[n+]1cccc(C(=O)N/N=C/c2ccc(Br)cc2)c1)c1ccccc1,-0.3
COc1cccc(N(CC(=O)NCCSc2ccccc2)S(C)(=O)=O)c1,0.8
Cn1c(Cc2csc(N)n2)nnc1SCC(=O)NC1CCCCC1,-1.3
CCOC(=O)c1ccc(NC(=O)COc2ccc(CNCCO)cc2OCC)cc1,5.4
O=C(Nc1ccnn1C1CCN(C(=O)c2cnsn2)CC1)c1cccc(F)c1,2.3
Cc1cc2c(N=NC(=O)C3CC3c3ccccc3)c(O)[nH]c2cc1Br (configuration not stated),1.6
Cc1nc(Cl)sc1C(=O)Nc1ccccc1,2.6
COc1ccc(C2C(=O)N(CCc3ccccc3)CC(=O)N2C2CCCC2)cc1 (configuration not stated),-0.8
COc1ccc2c(C)c(C(=O)NCC(C)O)oc2c1OC (configuration not stated),1.3

Looked up by compound from the entries so far, four records:
SMILES,TbREL1 primary
COC(=O)[C@]12C[C@H](CC(=O)NCc3cccc4ccccc34)C(=O)N(Cc3ccc(Cl)cc3Cl)C1=C[C@H](C1CCCC1)O[C@@H]2C,-3.1
Cc1ccc(-n2cnc(N)c2C(=O)c2cccc([N+](=O)[O-])c2)cc1,0.8
O=C(C[n+]1cccc(C(=O)N/N=C/c2ccc(Br)cc2)c1)c1ccccc1,-0.3
O=C(CCc1ccccc1)NNC(=O)c1ccc(F)cc1,2.2

Remaining list, next part:
SMILES,TbREL1 primary
CCCN(C(=O)c1cc(S(=O)(=O)N(C)c2ccccc2OC)ccc1C)C1CCS(=O)(=O)C1 (configuration not stated),-0.2
COc1ccc(/C=N\NC(=O)CCN2CCN(c3ccccc3)CC2)cc1OC,-2.4
CN1CCN(c2nc(-c3ccccc3)cc(C(F)(F)F)n2)CC1,-0.1
CCOC(=O)Nc1ccc2c(c1)ncn2C1CCCCC1,0.2
NS(=O)(=O)c1ccc(CCNS(=O)(=O)c2ccc(Cl)nc2)cc1,-1.2
C[C@H]1CN([C@@H](C)CO)C(=O)c2cccc(NC(=O)Nc3ccc(C(F)(F)F)cc3)c2O[C@@H]1CN(C)Cc1ccc(Cl)c(Cl)c1,-1.8
COc1ccc(C2=NOC(C)(c3nnc(Cc4ccccc4)o3)C2)cc1 (configuration not stated),0.4
O=C(NCCc1ccccc1)c1nc2ncccn2n1,0.2
OC(COCC1COc2ccccc2O1)CN1CCc2ccccc2C1 (configuration not stated),1.6
CCCc1nc(SCC(=O)N2CCOCC2)c2c(C)c(C)sc2n1,1.1
COCCSc1nnc(NC(=O)C2CC(=O)N(c3ccc(OC)cc3)C2)s1 (configuration not stated),-2.1
CCc1ccc(NC(=O)CNC(=O)c2cn(-c3ccccc3OC)c(=O)c3ccccc23)cc1,-2.1
Cc1ccnc(SCC(=O)N2CCN(c3ccccc3)CC2)n1,-1.7
COc1ccccc1-n1c(-c2cn(C)nc2C)n[nH]c1=S,-2.0
O=C(NCc1cccnc1)C1CCCN(S(=O)(=O)c2cccc3nsnc23)C1 (configuration not stated),0.9
CN(CC(=O)Nc1ccc(N2CCOCC2)cc1)C(=O)CCNC(=O)c1ccc(Br)cc1,-4.9
Cc1cc(C)cc(OCC(=O)Nc2ccc3c(c2)OCCO3)c1,0.9
Cc1ccc(-c2nnc(COc3cccc(-n4cnnn4)c3)o2)cc1,2.2
COc1cc(C(O)P(=O)(OCC(C)C)OCC(C)C)cc(OC)c1OC (configuration not stated),-2.9
COc1ccc([C@H]2/C=C\CN(S(=O)(=O)c3ccc4ccccc4c3)[C@@H](C)C(=O)N2Cc2ccc(F)cc2)cc1,1.7
CC(=C/c1ccc(C(C)C)cc1)/C=N/NC(=O)Cn1nnnc1N,1.7
CCCN1CCCCC(NC(=O)c2ccc(Cl)cc2Cl)C1=O (configuration not stated),-3.3
CC(C)=CC(=O)O[C@H]1[C@@H]2[C@H](C)C(=O)O[C@@H]2C[C@@H](C)[C@@H]2[C@@H](O)CC(=O)[C@]21C,0.2
CCOCC(=O)Nc1nc2ccccc2s1,1.3
Cc1ccc(S(=O)(=O)N2CCOCC2)cc1NC(=O)CSc1cccc[n+]1[O-],0.0
N#CC1=C(N)Oc2cc(O)ccc2C1C1CCCCC1 (configuration not stated),2.8

Screening data from PubChem BioAssay.

Some of the compounds tested; rates above refer to the full screens.
